Compound activity from PubChem.
5HT1a ag – 5-HT1a (human) receptor agonism | CHO 5-HT1a Ga15 NFAT-bla reporter, FRET ratio; 0% basal, 100% maximal reference agonist | P08908 | activation, % at 10 µM | actives 0.56% (n = 65,000);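 active means activation above the screen-wide mean activation plus 3 SD, cut at about 19% in these data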;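 further: 0% = DMSO wells and 100% = 5-CT at EC100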
Hsp90 block – displaces geldanamycin probe from tumor Hsp90 | inhibition, % at 30 µM | AID 429 | NCI-N417 lysate Hsp90, Cy3B-geldanamycin FP displacement | P07900 | actives 0.35% (n = 64,000);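 active means inhibition above 50%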;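 further: 0% = tracer plus lysate wells and 100% = tracer alone without lysate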
Her2 expr inh – inhibitors of human Her2 kinase expression; P04626; SKBR-3 HER2 protein level, AlphaScreen, 18-24 h; hits give low values; HER2 level % of control, % at 10 µM; actives 0.69% (n = 65,000);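 active means HER2 level under 5% of the carrier-only control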;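 further: 100% = DMSO carrier and 0% = 500 nM PU-H71 HSP90 inhibitor; lower value means stronger loss of Her2 protein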
D1 mod – D1 dopamine receptor (human) allosteric modulation; HEK293 D1, CRE-luciferase, dopamine EC30 potentiation; actives deviate in either direction; B-score at 10 µM; actives 5.9% (n = 58,000); AID 641;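 active means luminescence count or its row- and column-corrected plate score outside the 99.7% band of the plate's sample wells, on either side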
M1 agonist – agonists of M1 muscarinic receptor; B-score at 10 µM; actives 3% (n = 64,000); AID 626; CHO-M1 cells, Fluo-4 calcium fluorescence, agonist mode; hits give high values;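 active means fluorescence rise, raw or as B-score row- and column-corrected plate score, outside the 99.7% band of its plate's samples, either direction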
M1 antag – antagonists of rat M1 muscarinic receptor; CHO-M1 cells, Fluo-4 calcium, ACh EC80 antagonist mode; hits give low values; P08482; B-score at 10 µM; AID 628; actives 3.4% (n = 64,000);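 active means calcium fluorescence response, raw or row-and-column corrected B-score, differing from the plate sample mean either way at a set confidence level, mostly lower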
Ec RNAP inh – Escherichia coli RNA polymerase inhibition; inhibition, %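 (tested at 10 µM)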; E. coli RNA polymerase, fluorescence transcription assay; AID 559; actives 0.2% (n = 62,000); in the data active means inhibition above about 20%;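 further: 0% = enzyme without compound and 100% = no enzyme blank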
Target sequence (P0A8V2 whole entry, looked up): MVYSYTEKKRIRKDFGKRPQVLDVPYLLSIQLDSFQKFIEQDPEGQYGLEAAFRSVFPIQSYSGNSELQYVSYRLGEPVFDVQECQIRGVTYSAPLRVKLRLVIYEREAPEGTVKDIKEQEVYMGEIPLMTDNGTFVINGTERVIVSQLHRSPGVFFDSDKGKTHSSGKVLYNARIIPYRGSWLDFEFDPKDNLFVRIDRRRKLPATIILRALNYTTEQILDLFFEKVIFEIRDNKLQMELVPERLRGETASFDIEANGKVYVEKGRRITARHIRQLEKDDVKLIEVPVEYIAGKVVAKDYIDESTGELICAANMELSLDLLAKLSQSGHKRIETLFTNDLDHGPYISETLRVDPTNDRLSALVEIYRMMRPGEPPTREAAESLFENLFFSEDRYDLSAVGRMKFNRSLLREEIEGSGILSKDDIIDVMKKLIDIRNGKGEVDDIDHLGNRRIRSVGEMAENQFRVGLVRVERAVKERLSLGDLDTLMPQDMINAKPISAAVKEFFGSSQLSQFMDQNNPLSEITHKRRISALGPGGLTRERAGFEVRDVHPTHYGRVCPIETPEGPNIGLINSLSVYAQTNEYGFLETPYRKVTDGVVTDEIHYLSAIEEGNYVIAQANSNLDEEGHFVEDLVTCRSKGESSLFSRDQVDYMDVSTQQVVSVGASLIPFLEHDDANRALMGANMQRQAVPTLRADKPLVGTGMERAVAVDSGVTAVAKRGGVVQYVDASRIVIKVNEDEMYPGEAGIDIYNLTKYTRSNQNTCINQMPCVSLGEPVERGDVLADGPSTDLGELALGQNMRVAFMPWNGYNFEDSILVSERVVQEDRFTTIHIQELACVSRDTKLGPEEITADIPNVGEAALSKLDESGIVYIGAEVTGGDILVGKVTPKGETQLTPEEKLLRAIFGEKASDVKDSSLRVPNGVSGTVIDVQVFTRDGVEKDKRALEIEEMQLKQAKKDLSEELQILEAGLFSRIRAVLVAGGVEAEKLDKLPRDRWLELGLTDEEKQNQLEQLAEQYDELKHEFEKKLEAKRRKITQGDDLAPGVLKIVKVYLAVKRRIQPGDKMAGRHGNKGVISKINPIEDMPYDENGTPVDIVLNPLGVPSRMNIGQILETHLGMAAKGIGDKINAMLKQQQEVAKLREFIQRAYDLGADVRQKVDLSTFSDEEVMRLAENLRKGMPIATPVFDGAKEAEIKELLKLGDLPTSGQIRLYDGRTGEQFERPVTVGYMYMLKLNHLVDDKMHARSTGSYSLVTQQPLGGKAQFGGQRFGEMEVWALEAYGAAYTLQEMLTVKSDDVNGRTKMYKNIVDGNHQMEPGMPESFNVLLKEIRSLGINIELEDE
Autofluor 339 – intrinsic fluorescence of library compounds, ex339/em460 – biochemical, MLSMR library, data from DPM-DC assay, artefact control, profiling panel | compound autofluorescence, ex339/em460 nm, NADH buffer; hits give high values; 1 = no-compound wells, NADH background | fluorescence fold increase at 10 µM | actives 5.5% (n = 65,000);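 active means at 10 µM, mean starting fluorescence two-fold or more over control wells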;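 further: signal is the first read of a kinetic run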
NADH coupling – blocks coupling enzymes of NAD/NADH assays. coupled PK/LDH NADH assays, four targets. IC50, µM (series often up to 10 µM), without a hit: at the top dose inhibition. actives 0.02% (n = 65,000). AID 774;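 active means single-dose screening hits from any of four coupled enzyme assays that gave an IC50 when retested across doses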;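 further: the DPM-DC format reads NADH fluorescence rather than 340 nm absorbance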
Active calls of the source: *; / = not tested or not shown; [ ] = dose if it differs, or a comment.

SMILES	5HT1a ag	Hsp90 block	Her2 expr inh	D1 mod	M1 agonist	M1 antag	Ec RNAP inh	Autofluor 339	NADH coupling
Cc1cc(C)n(CC(O)CN2C(=O)NC(C)(C)C2=O)n1 (centres undefined)	1.5	-2	138	0.015	-0.24	0.61	-6	1.1	2%
CCOc1nc(C#N)nc(N2CCCCC2)n1	0.3	1	59	2.6*	-1.6	-1.2*	8	1.1	1%
CCCCc1ccc(Nc2nc(CCC)cc(=O)[nH]2)cc1	-2.0	-2	74	-1.3	-0.58	-0.68	12	1.1	9%
O=C(CCN1C(=O)C2C3C=CC(C3)C2C1=O)Nc1ccccc1F (centres undefined)	-4.3	1	73	-0.023	1.4	0.17	0	1.1	4%
O=C(NCCN1CCc2ccccc2C1)C1CCN(S(=O)(=O)N2CCCCC2)CC1	-4.8	-7	118	-0.71	-0.59	0.067	4	1.1	4%
c1ccc2c(c1)nc1n2CCS1	-3.4	-1	122	-0.52	-1.4	0.23	6	1.1	8%
Cn1c(=O)c2cc(S(=O)(=O)N3CCOCC3)ccc2n(C)c1=O	-1.6	-4	/	-0.0073	0.79	-0.32	3	1.1	5%
CCCc1c(OCCCCc2nn[nH]n2)ccc(C(C)=O)c1O	0.4	-2	111	2.2	-0.84	0.29	7	1	2%
CCOC(=O)C(NC(C)=O)(Nc1ccc(S(=O)(=O)Nc2cc(C)nc(C)n2)cc1)C(F)(F)F (centres undefined)	-1.7	1	94	-0.18	0.45	0.43	-4	1.1	3%
COc1ccc(-n2c(N3CCN(C)CC3)nc3sc4c(c3c2=O)CCCCC4)cc1	-1.0	-6	62	-1.7	/	/	4	1.1	8%
CCCN(CCC)c1ncnc2c1cnn2-c1ccc(OC)cc1	0.5	1	92	-1.3	1.3	-0.42	10	1.2	1%
O=C1c2ccccc2C(=O)N1Cc1nc2ccccc2c(=O)n1Cc1ccco1	-5.8	-1	80	0.27	-0.13	-0.24	-6	1.1	5%
CCC(Sc1nc2cc3c(cc2c(=O)n1Cc1ccco1)OCO3)C(=O)Nc1cccc(OC)c1 (centres undefined)	-0.6	-6	-17*	0.95	0.14	0.58	2	1.1	5%
CCC(=O)N1CCN(c2ccccc2NC(=O)Cc2ccc(Cl)cc2)CC1	-1.1	-2	101	-1.1	-0.24	-0.32	-4	1.1	7%
O=C(O)CCc1nc(-c2ccc(Cl)cc2)no1	-0.6	2	113	-0.24	-0.48	0.038	7	1	10%
COc1ccc(CCNC(=O)CN(c2ccc(OC)c(OC)c2)S(C)(=O)=O)cc1OC	-2.5	/	61	0.71	0.32	-1.1	3	1.1	3%
CCSc1nc(O)c(C2OC(=O)c3c2ccc(OC)c3OC)c(=O)n1CC (centres undefined)	-0.6	2	110	-1.4	-0.65	-0.0085	6	1.1	9%
CCOc1cccc(-c2nnc3sc(-c4ccc(C)cc4)nn23)c1	-0.6	0	59	/	0.99	-0.11	7	1.1	1%
C=CCn1cc(C(=O)NCCOC)c(=O)c2cc(S(=O)(=O)N(CC)CC)ccc21	-2.4	-1	117	0.78	0.24	-0.32	5	1.1	3%
CCOC(=O)c1cc2occc2n1CC(=O)N1CCN(C(=O)c2ccco2)CC1	1.4	-1	93	-0.1	-0.18	2.6	13	1.1	8%

Whole records, quoted from the list. Values in the order: 5HT1a ag, Hsp90 block, Her2 expr inh, D1 mod, M1 agonist, M1 antag, Ec RNAP inh, Autofluor 339, NADH coupling
Results for `c1ccc2c(c1)nc1n2CCS1` = -3.4, -1, 122, -0.52, -1.4, 0.23, 6, 1.1, 8%
Results for `Cn1c(=O)c2cc(S(=O)(=O)N3CCOCC3)ccc2n(C)c1=O` = -1.6, -4, /, -0.0073, 0.79, -0.32, 3, 1.1, 5%
Results for `O=C(O)CCc1nc(-c2ccc(Cl)cc2)no1` = -0.6, 2, 113, -0.24, -0.48, 0.038, 7, 1, 10%
Results for `CCOc1cccc(-c2nnc3sc(-c4ccc(C)cc4)nn23)c1` = -0.6, 0, 59, /, 0.99, -0.11, 7, 1.1, 1%

Additional records follow.
SMILES	5HT1a ag	Hsp90 block	Her2 expr inh	D1 mod	M1 agonist	M1 antag	Ec RNAP inh	Autofluor 339	NADH coupling
Cn1cccc1C(=O)OCC(=O)Nc1ccc2c(c1)CCC2	-2.5	-3	118	-0.37	-0.16	-0.79	1	1.1	1%
O=C(Cn1cnc2c(cnn2-c2ccc(Cl)cc2)c1=O)NCCc1ccccc1	-3.0	-2	126	/	0.41	0.22	6	1.1	7%
CC(C)CCn1c(CN(C)Cc2ccccc2)nc2c1c(=O)n(C)c(=O)n2C	-1.2	1	102	-1.9	0.61	0.0027	5	1.1	8%
Fc1ccc(-c2nnc3ccc(N4CCc5ccccc5C4)nn23)cc1	1.7	-3	78	0.63	-0.95	-0.28	2	1.6	12%
O=c1[nH]c2cc3c(cc2cc1C(c1nnnn1C1CCCCC1)N1CCSCC1)OCCO3 (centres undefined)	0.7	-8	56	1.8	-1.9	0.0019	0	2.4*	3%[may fluoresce]
COc1ccc(N2C(=O)C3CCCN3C2c2cccc(OC)c2)cc1 (centres undefined)	2.7	3	90	-0.028	0.23	-0.5	0	1.1	5%
Cn1c(Cn2c(=O)sc3ccccc32)nnc1SCC(=O)Nc1cccc(Cl)c1	0.6	-2	68	/	0.12	0.066	9	1.1	3%
CN1C(=S)SC(/[N+]([O-])=C/c2cccnc2)C1(C)C (centres undefined)	-4.8	-1	93	-6*	0.027	-0.5	-6	1.1	4%
Cc1c(C(=O)OC2CCC(C)CC2)[nH]c2c1C(=O)CCC2 (centres undefined)	-1.3	-5	109	-2.5	-0.42	0.53	-14	1.1	3%
COc1ccccc1CNC(=O)CSc1nc2nc(C)cc(C)n2n1	-0.4	5	100	-1.5	-0.38	1.6	7	1	7%
C(=N\n1cnnc1)/c1cccnc1	-2.8	1	103	0.18	7.8*	-0.031	3	1	1%
CCOC(=O)N1CCN(C(=O)c2ccc3c(=O)n(CCC4=CCCCC4)c(=O)[nH]c3c2)CC1	1.3	-5	102	-0.96	-0.63	-6.8*	-1	1.2	1%
CCOC(=O)C1C(=O)CC(C)(O)C(C(=O)OCC)C1c1ccc(OCC)cc1 (centres undefined)	-4.2	0	98	-0.56	0.41	0.19	0	1.1	1%
CCn1c(=O)n(CCOC)c(=O)c2c3c(sc21)CCCC3	-1.7	-5	116	6.3*	0.19	-0.5	7	1.1	2%
Cc1nnc(SCCn2c(N3CCCC(C)C3)nc3c2c(=O)[nH]c(=O)n3C)s1 (centres undefined)	-2.1	6	100	4.1*	-0.59	0.97	10	1.1	6%
CCOC(=O)c1cnc(-n2cc(C)cn2)nc1Nc1ccccc1OCC	-0.3	4	72	0.038	0.038	0.0087	6	1.1	6%
Cc1cc(C)nc(SCNC(=O)c2ccc(F)cc2)n1	-2.9	-4	96	0.84	0.15	-0.034	-4	1.1	4%
c1n[nH]c(NC2=NCCC2)n1	-3.7	-1	96	-0.2	0.024	-0.11	3	1.1	7%
COCC(C)NC(=O)C1CC(c2cccc(Br)c2)=NO1 (centres undefined)	-2.3	0	67	0.33	0.56	0.75	6	1.1	7%
CCn1c(=O)c(C)nn2c3ccccc3nc12	-3.6	-4	62	1.4	-0.28	-0.57	-1	1.1	6%
c1ccc(CSc2nnc(-c3cccs3)n2Cc2ccco2)cc1	-1.4	-2	109	-1.1	0.58	0.3	4	1.1	2%
c1ccc(-c2cc(N3CCCCC3)ncn2)cc1	-1.5	-1	103	-0.046	-0.65	-1.2	11	1.1	1%
O=C(Cn1nnc(-c2ccc(OCc3ccccc3F)cc2)n1)N1CCOCC1	-2.8	-17	115	0.0042	-0.33	-0.012	/	1.1	7%
CC(=O)c1ccc(NC(=O)CN2C(=O)COc3ccc(Cl)cc32)cc1	-1.2	-1	90	-1.6	-0.5	-0.31	8	1.1	1%
COC(=O)COC(=O)c1ccc(Oc2nc(OC)nc(N(C)C)n2)cc1	-2.0	-1	114	-0.14	-0.73	-0.0064	5	1	6%
Cc1occc1C(=O)Nc1ccc(S(=O)(=O)N2CCCC2)cc1	1.3	-3	79	0.11	1.8	0.53	-1	1.1	4%
Cc1ccc(N2CCN(S(=O)(=O)c3ccc(F)cc3)CC2)c(C)c1	3.3	0	104	1.2	1.8	2*	-1	1	3%
CC(=O)c1coc2ccc(OCC(=O)O)cc12	-3.6	-4	97	0.053	0.36	0.38	9	1	4%
COc1ccc(C2(C(=O)Nc3cc(C)on3)CCOCC2)cc1	1.1	-3	70	0.066	-0.25	0.8	9	1	2%
C=CCn1c(SCC(=O)N2CCN(c3ccc(F)cc3)CC2)nnc1-c1ccco1	-0.6	-3	75	-0.0031	2	-0.036	7	1.1	2%
CC(C)c1[nH]nc2c1C(c1cccc(OC(=O)N3CCOCC3)c1)C(C#N)=C(N)O2 (centres undefined)	-0.5	-29	79	0.36	0.15	0.15	7	1.2	1%
O=C(CCSc1ccccc1)NCC1CCCO1 (centres undefined)	-1.1	-14	105	0.54	-0.4	0.29	2	1.1	1%
CC1(C)Cc2nc(-c3ccccc3)n3cnnc3c2CO1	-0.4	/	94	9.5*	-0.56	0.26	-1	1.1	2%
CCOC(=O)N1CCc2c(sc(NC(=O)c3ccc(Cl)s3)c2C(N)=O)C1	-0.4	-3	58	0.25	5.3*	-0.042	8	1.2	8%
c1cnc(N2CCN(c3nc4ccccc4n4cnnc34)CC2)nc1	-1.9	-2	76	3.5	1.1	0.15	3	1.1	4%
Cc1sc2ncn3cnnc3c2c1C	-4.5	-4	114	-1	0.66	0.82	6	0.97	8%
Cc1c(-c2cccs2)[n+](=O)c2c(n1[O-])CCCCC2	0.3	/	156	-0.44	0.65	0.53	0	1.1	3%
COc1ccccc1Nc1nc(N)nc(CN2CCOCC2)n1	-1.8	-2	102	0.58	1.5	1.2	0	1	3%
Cc1ccc(Cl)cc1N1CCN(C(=O)C2CCN(S(=O)(=O)c3cccnc3)CC2)CC1	0.5	-3	63	/	0.91	-0.25	11	1.1	4%
Cc1onc(-c2ccccc2)c1C(=O)N1CCc2ccccc21	/	/	278	-0.19	0.67	0.055	5	1.1	4%
COc1ccc2cc(C(=O)N3CCCCCC3)sc(=O)c2c1OC	-3.3	-4	91	0.015	-0.67	-0.59	3	1.1	3%
Cc1ccc2cc(C#N)c(N3CCCN(C(=O)C4CCCO4)CC3)nc2c1 (centres undefined)	-2.5	-5	71	0.23	0.14	-0.13	3	2.3*	9%
O=C(Nc1ccccn1)c1cccc(S(=O)(=O)N2CCCCC2)c1	/	/	94	-0.42	1.6	1.3	4	0.95	4%
COCCn1c(C)c(C(=O)O)sc1=S	-2.5	0	90	0.28	0.47	0.44	2	1	9%
CCCCCCn1c(N2CCC(C(N)=O)CC2)nc2c1c(=O)[nH]c(=O)n2C	-0.9	-4	110	1.5	-0.55	1.5	9	1.1	1%
CCOC(=O)C1CCCN(Cc2nc(N)nc(Nc3ccc(C)cc3)n2)C1 (centres undefined)	-1.9	-6	100	-1	35*	-0.24	9	1.1	1%
CC(C)n1c(C(=O)OCC(=O)NCc2ccc3c(c2)OCO3)cc2sccc21	-0.4	/	130	/	4.4	-0.78	10	1.1	4%
O=C(CC1CCCC1)Nc1nnc(C2CC2)s1	-0.3	0	71	-1.1	0.89	-0.11	12	1.1	5%
O=C(O)C1CCN(C(=O)c2ccccc2C(=O)N2CCC(C(=O)O)CC2)CC1	-1.5	-1	102	-1.9	0.19	0.051	3	1	6%
c1ccc(OCc2nn3c(-c4n[nH]c5c4CCC5)nnc3s2)cc1	-1.6	-16	125	-0.063	-0.33	0.44	3	1.2	6%
CCN(C(C)=O)c1nnc(CSc2nc3ccccc3s2)s1	1.5	-17	78	-0.046	0.31	0.021	3	1	4%
Cc1ccc(N(C(=O)c2cccs2)C2C=CS(=O)(=O)C2)cc1 (centres undefined)	-0.2	1	109	/	1.6	0.38	-4	1.1	7%
